C diff growth = C. difficile growth inhibitors, primary screen, HTS; 0.25% of 86,000 active; growth activity, negative = inhibition, % at 16 µg/mL (by protocol); Clostridium difficile clinical isolate growth, OD600, 24 h; active compounds read low;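 active means mean growth activity at or below -80% and every replicate also at or below -80%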;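 further: 0% = DMSO wells and -100% = levofloxacin 16 µg/mL wells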
Pf Dd2 inh = P. falciparum Dd2 growth inhibitors, primary screen, SYBR Green fluorescence, single dose replicates. 72 h; active compounds read low. activity change, % at 10 µM. 2.3% of 94,000 active. AID 1159554, 2015; in the data active means activity change below about -80%
GASC1 inh = inhibitors of GASC-1 (KDM4C) histone demethylase, primary screen, biochemical, single concentration HTS. GST-KDM4C 2-372, H3K9me3 peptide, LANCE TR-FRET. 0.15% of 96,000 active. inhibition, % at 12.5 µM;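 active means mean replicate inhibition above about 25%, with at least 55% of replicates also reaching it, limit read from the data, passing the limit was not always enough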
Target sequence (Q9H3R0 2-372 limits assumed): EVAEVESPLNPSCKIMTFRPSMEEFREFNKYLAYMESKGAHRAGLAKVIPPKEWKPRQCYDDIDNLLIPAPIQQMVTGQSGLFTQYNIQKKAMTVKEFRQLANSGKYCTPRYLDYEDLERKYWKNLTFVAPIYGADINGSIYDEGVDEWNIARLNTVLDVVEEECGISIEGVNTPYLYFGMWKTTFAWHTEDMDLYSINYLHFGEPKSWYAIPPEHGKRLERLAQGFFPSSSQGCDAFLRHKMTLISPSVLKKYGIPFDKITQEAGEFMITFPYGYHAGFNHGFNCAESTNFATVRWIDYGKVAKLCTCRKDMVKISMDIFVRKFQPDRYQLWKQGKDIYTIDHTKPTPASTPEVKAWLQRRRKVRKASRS
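Assay system: GST-GASC-1 enzyme fragment 2-372 | Amount: 10 nM enzyme | Medium: HEPES buffer, pH 7.5, plus ascorbate | Reagent: H3K9me3 peptide substrate, Fe(II), 2-oxoglutarate | Doses: Single-point compound screen | Incubation: 30 min demethylation and 1 h detection at room temperature | Measured by: LANCE TR-FRET, excitation 340 nm, emissions 618 and 671 nm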
T cruzi growth = T. cruzi intracellular proliferation inhibitors, primary screen, cell-based, beta-gal Tulahuen parasites, NIH3T3 host, luminescence | T. cruzi beta-gal in NIH3T3, GalScreen luminescence, 90 h | inhibition, % at 8.34 µM | 5.9% of 77,000 active | AID 624255, 2012;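 active means mean inhibition above about 93%, with at least 55% of replicates each passing it, limit read from the data, passing the limit was not always enough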
Active calls of the source: *; & = joins results of further samples.

Screening COc1ccc(S(=O)(=O)N2CCCCN3[C@H](C2)[C@@H](c2ccc(C#CC4CC4)cc2)[C@@H]3CO)cc1 returned C diff growth 30, Pf Dd2 inh 15, GASC1 inh -0.4 and T cruzi growth 107*.
For CC(C)NC(=O)N(C)C[C@@H]1Oc2cc(C#CC3CC3)ccc2S(=O)(=O)N([C@H](C)CO)C[C@@H]1C the results were C diff growth -6, Pf Dd2 inh -34, GASC1 inh 0.1 and T cruzi growth 11.
For COCC#Cc1cnc2c(c1)C(=O)N([C@@H](C)CO)C[C@@H](C)[C@H](CN(C)C(=O)Nc1ccccc1OC)O2 the results were C diff growth -3, Pf Dd2 inh -33, GASC1 inh 1.0 and T cruzi growth 73.
`C[C@H](CO)N1C[C@H](C)[C@@H](CN(C)Cc2ccncc2)Oc2ccc(NC(=O)NC3CCCCC3)cc2CC1=O` gave C diff growth 1, Pf Dd2 inh -22, GASC1 inh 0.7 and T cruzi growth 52.
CN(C)CC(=O)N[C@H]1C[C@@H]2O[C@@H](CO)CC[C@@H]2O[C@@H]1CCc1ccc(C2=CCCCC2)cc1 was read as C diff growth -10 and Pf Dd2 inh -53.
`CCCC(=O)N1CC2(CCN(C(=O)NC(C)C)CC2)c2c(n(C)c3cc(OC)ccc23)[C@H]1CO` gave C diff growth -6, Pf Dd2 inh -60 and GASC1 inh -0.9.
Screening C[C@@H]1CN([C@@H](C)CO)C(=O)c2cc(NS(=O)(=O)c3ccc(F)cc3)ccc2O[C@@H]1CN(C)C(=O)Nc1ccc2c(c1)OCO2 returned C diff growth 1, Pf Dd2 inh 0, GASC1 inh 0.7 and T cruzi growth 7.
`CO[C@H]1CN(C)C(=O)c2cc(NC(=O)NC(C)C)ccc2OC[C@H](C)N(CC2CC2)C[C@H]1C` gave C diff growth -1, Pf Dd2 inh 13, GASC1 inh 0.6 and T cruzi growth 3.
`C[C@H](CO)N1C[C@H](C)[C@@H](CN(C)CC2CCCCC2)Oc2ccc(NC(=O)Cc3ccccc3)cc2CC1=O` gave C diff growth -6, Pf Dd2 inh -36, GASC1 inh 1.8 and T cruzi growth 70.
O=C(C[C@@H]1CC[C@H]2NC[C@@H](O)COC[C@@H]2O1)Nc1nccs1 was read as C diff growth -2&-7, GASC1 inh 1.7 and T cruzi growth -77.
Screening O=C(CC1CC1)N1CC(=O)N2[C@H](CO)[C@@H](c3ccc(C#Cc4ccc(F)cc4)cc3)[C@@H]2C1 returned C diff growth -6, Pf Dd2 inh -26 and GASC1 inh -2.1.
`O=C(Cc1ccccn1)N[C@@H]1C=C[C@H](CC(=O)N2CCCCC2)O[C@H]1CO` gave C diff growth 5, Pf Dd2 inh 0, GASC1 inh 0.9 and T cruzi growth -45.
For C[C@@H]1CN([C@@H](C)CO)C(=O)CCCn2nncc2CO[C@H]1CN(C)S(=O)(=O)c1ccc2c(c1)OCCCO2 the results were Pf Dd2 inh 4 and T cruzi growth -44.
CO[C@H]1CN(C)C(=O)c2cccc(C#N)c2OCC[C@@H]2CC[C@@H](OC)[C@H](CN(C)C(=O)[C@H]1C)O2 was read as C diff growth -5, GASC1 inh 2.1 and T cruzi growth 29.
`CN(C)C(=O)c1cccc(-c2ccc([C@@H]3[C@H]4CN(Cc5cccnc5)CCCCN4[C@H]3CO)cc2)c1` gave C diff growth -4, Pf Dd2 inh 7, GASC1 inh 2.8 and T cruzi growth 53.
Screening Cc1noc(C)c1S(=O)(=O)Nc1cccc2c1O[C@@H](CN(C)CC1CCCCC1)[C@@H](C)CN([C@H](C)CO)C2=O returned C diff growth 2, Pf Dd2 inh 16, GASC1 inh 0.4 and T cruzi growth -15.
CC(C)NC(=O)N(C)C[C@@H]1OCc2ccccc2-c2ccccc2C(=O)N([C@@H](C)CO)C[C@H]1C was read as Pf Dd2 inh 47, GASC1 inh 2.1 and T cruzi growth -32.
`CC(=O)N1[C@@H]2Cn3c(ccc(C4=CCCC4)c3=O)[C@H]1[C@@H](C(=O)NCc1ccccc1)[C@@H]2CO` gave C diff growth -4, Pf Dd2 inh 6, GASC1 inh 0.3 and T cruzi growth -4.
Screening O=C(C[C@H]1CC[C@H](NC(=O)Cc2cccnc2)[C@@H](CO)O1)Nc1ccccc1 returned C diff growth -2, Pf Dd2 inh 22 and GASC1 inh -0.8.
`C[C@@H]1CCCCO[C@H](CN(C)C(=O)NC2CCCCC2)[C@H](C)CN([C@H](C)CO)C(=O)c2cc(NC(=O)Nc3ccc(C(F)(F)F)cc3)ccc2O1` gave C diff growth 2, Pf Dd2 inh -76, GASC1 inh -1.5 and T cruzi growth 89.

Six consecutive compounds already listed, quoted:
`CN(C)C(=O)c1cccc(-c2ccc([C@@H]3[C@H]4CN(Cc5cccnc5)CCCCN4[C@H]3CO)cc2)c1` gave C diff growth -4, Pf Dd2 inh 7, GASC1 inh 2.8 and T cruzi growth 53.
Screening Cc1noc(C)c1S(=O)(=O)Nc1cccc2c1O[C@@H](CN(C)CC1CCCCC1)[C@@H](C)CN([C@H](C)CO)C2=O returned C diff growth 2, Pf Dd2 inh 16, GASC1 inh 0.4 and T cruzi growth -15.
CC(C)NC(=O)N(C)C[C@@H]1OCc2ccccc2-c2ccccc2C(=O)N([C@@H](C)CO)C[C@H]1C was read as Pf Dd2 inh 47, GASC1 inh 2.1 and T cruzi growth -32.
`CC(=O)N1[C@@H]2Cn3c(ccc(C4=CCCC4)c3=O)[C@H]1[C@@H](C(=O)NCc1ccccc1)[C@@H]2CO` gave C diff growth -4, Pf Dd2 inh 6, GASC1 inh 0.3 and T cruzi growth -4.
Screening O=C(C[C@H]1CC[C@H](NC(=O)Cc2cccnc2)[C@@H](CO)O1)Nc1ccccc1 returned C diff growth -2, Pf Dd2 inh 22 and GASC1 inh -0.8.
`C[C@@H]1CCCCO[C@H](CN(C)C(=O)NC2CCCCC2)[C@H](C)CN([C@H](C)CO)C(=O)c2cc(NC(=O)Nc3ccc(C(F)(F)F)cc3)ccc2O1` gave C diff growth 2, Pf Dd2 inh -76, GASC1 inh -1.5 and T cruzi growth 89.

Other records follow.
For CNC[C@@H]1Oc2c(NS(=O)(=O)c3cccs3)cccc2C(=O)N([C@@H](C)CO)C[C@@H]1C the results were C diff growth 1, Pf Dd2 inh 30, GASC1 inh 0.5 and T cruzi growth 2.
For CN(C)C(=O)c1ccc(-c2ccc3c(c2)[C@@H]2[C@@H](CCN2C(=O)C2CCCC2)[C@@H](CO)N3C)cc1 the results were C diff growth 1, Pf Dd2 inh -44 and GASC1 inh 0.1.
CO[C@@H]1CN(C)C(=O)c2cc(NC(=O)c3cc(C)on3)ccc2OC[C@H](C)N(C)C[C@H]1C was read as Pf Dd2 inh 21, GASC1 inh 0.4 and T cruzi growth 15.
C[C@H](CO)N1C[C@H](C)[C@H](CN(C)S(=O)(=O)c2ccc(Cl)cc2)Oc2ccc(NC(=O)Cn3cnnn3)cc2CC1=O was read as C diff growth 0, Pf Dd2 inh 4, GASC1 inh 0.5 and T cruzi growth 19.
`C[C@H](CO)N1C[C@H](C)[C@H](CN(C)S(=O)(=O)c2ccc(Cl)cc2)OCCCC[C@H](C)Oc2ccc(NC(=O)CCCN(C)C)cc2C1=O` gave C diff growth 0, Pf Dd2 inh -55, GASC1 inh 3.1 and T cruzi growth 20.
`C[C@H]1CN([C@@H](C)CO)S(=O)(=O)c2ccc(C#CC(C)(C)O)cc2O[C@H]1CN(C)C(=O)C1CCCCC1` gave C diff growth -2, Pf Dd2 inh 11, GASC1 inh -0.4 and T cruzi growth 34.
`COc1cccc(-c2cnc3c(c2)C(=O)N([C@H](C)CO)C[C@@H](C)[C@@H](CN(C)Cc2ccc(C(=O)O)cc2)O3)c1` gave C diff growth -2, Pf Dd2 inh 54 and GASC1 inh -3.2.
For O=C(NC[C@H]1N[C@@H](CO)[C@H]1c1ccc(-c2ccccc2)cc1)c1ccccc1F the results were C diff growth 4, Pf Dd2 inh -32, GASC1 inh -3.4 and T cruzi growth 76.
For COc1ccccc1CN(C)C[C@@H]1OCc2cnnn2CCCC(=O)N([C@@H](C)CO)C[C@@H]1C the results were Pf Dd2 inh 7, GASC1 inh 1.0 and T cruzi growth -17.
C[C@H]1CN([C@@H](C)CO)C(=O)c2cccc(NC(=O)CCCCCC(=O)Nc3ccccc3N)c2O[C@H]1CN(C)C(=O)Nc1ccc2c(c1)OCO2 was read as C diff growth 0, Pf Dd2 inh -51 and GASC1 inh 1.0.
O=C(c1cccc(F)c1)N1CCCCN2[C@@H](CO)[C@H](c3ccc(-c4ccccc4)cc3)[C@@H]2C1 was read as C diff growth 25, Pf Dd2 inh -11, GASC1 inh -1.2 and T cruzi growth 103*.
Screening C[C@@H]1CN([C@@H](C)CO)C(=O)c2cc(/C=C/c3ccccc3)cnc2O[C@H]1CN(C)Cc1ccccc1F returned C diff growth 6, Pf Dd2 inh -38, GASC1 inh -3.4 and T cruzi growth 127*.
`C[C@@H]1CCCCO[C@@H](CN(C)C(=O)C2CCCCC2)[C@@H](C)CN([C@@H](C)CO)C(=O)c2cc(NS(C)(=O)=O)ccc2O1` gave C diff growth 0, Pf Dd2 inh -14, GASC1 inh 0.1 and T cruzi growth -17.
`Cc1cccc(S(=O)(=O)N(C)C[C@H]2OCc3cn(nn3)CCCC(=O)N([C@@H](C)CO)C[C@@H]2C)c1` gave C diff growth -6, Pf Dd2 inh -7&0, GASC1 inh -1.4 and T cruzi growth 26&-25.
Screening CCC(=O)Nc1ccc2c(c1)C(=O)N(C)C[C@H](OC)[C@H](C)CN(C(=O)c1cnccn1)[C@H](C)CO2 returned Pf Dd2 inh 18, GASC1 inh 1.7 and T cruzi growth 20.
O=C(C[C@H]1CC[C@H]2NC[C@H](O)COC[C@@H]2O1)NC1Cc2ccccc2C1 was read as C diff growth -5&-6, GASC1 inh 0.6 and T cruzi growth 62.
For COc1ccc2c3c(n(C)c2c1)[C@@H](CO)N(C(=O)C1CCOCC1)CC31CCN(Cc2cccc(F)c2)CC1 the results were C diff growth -2, Pf Dd2 inh -78 and GASC1 inh 1.4.
C[C@@H]1CN([C@H](C)CO)C(=O)c2cc(NC(=O)Nc3ccc(C(F)(F)F)cc3)ccc2O[C@@H](C)CCCCO[C@H]1CN(C)S(=O)(=O)c1ccccc1 was read as C diff growth 2, Pf Dd2 inh -48, GASC1 inh -0.6 and T cruzi growth 98*.
Screening N#C[C@H]1[C@H](c2ccccc2C2=CCCC2)[C@@H](CO)N1C(=O)C1CCOCC1 returned C diff growth -6, Pf Dd2 inh -5 and GASC1 inh 1.7.
CC(C)NC(=O)N(C)C[C@@H]1Oc2c(NS(=O)(=O)c3ccc(F)cc3)cccc2C(=O)N([C@H](C)CO)C[C@@H]1C was read as C diff growth 0, Pf Dd2 inh 2 and GASC1 inh 0.0.
`C[C@@H]1CN([C@@H](C)CO)C(=O)c2cc(-c3cccnc3)cnc2O[C@H]1CN(C)C(=O)Nc1ccc(F)cc1` gave C diff growth 1, Pf Dd2 inh -8, GASC1 inh -2.0 and T cruzi growth -1.
Screening CC=Cc1ccc2n(c1=O)C[C@H]1[C@H](CO)[C@@H](C(=O)N3CCCCC3)N(C(=O)CC3CC3)[C@@H]21 (mixture of isomers) returned C diff growth -4, Pf Dd2 inh -9, GASC1 inh 0.8 and T cruzi growth 26.
Screening C[C@H](CO)N1C[C@H](C)[C@@H](CN(C)Cc2cccc(C(=O)O)c2)Oc2cc(Br)ccc2S1(=O)=O returned C diff growth -2, Pf Dd2 inh 11, GASC1 inh -1.2 and T cruzi growth 9.
`CCCNC(=O)N(C)C[C@@H]1Oc2ncc(-c3ccc(OC)cc3)cc2C(=O)N([C@@H](C)CO)C[C@H]1C` gave C diff growth 8, Pf Dd2 inh 19, GASC1 inh -0.8 and T cruzi growth 44.
`C[C@@H]1CCCCO[C@H](CN(C)S(C)(=O)=O)[C@@H](C)CN([C@H](C)CO)C(=O)c2cc(NS(=O)(=O)c3ccc(Cl)cc3)ccc2O1` gave C diff growth -3, Pf Dd2 inh 8, GASC1 inh 0.4 and T cruzi growth 36.
For O=C(C[C@H]1C=C[C@@H](NC(=O)c2ccncc2)[C@H](CO)O1)NCC1CC1 the results were Pf Dd2 inh 24, GASC1 inh 7.5 and T cruzi growth 10.
`CC(C)C#Cc1ccc2c(c1)O[C@H](CN(C)C(=O)c1ccccn1)[C@H](C)CN([C@H](C)CO)S2(=O)=O` gave C diff growth 1, Pf Dd2 inh -19, GASC1 inh -1.4 and T cruzi growth 8.
CCCNC(=O)C[C@@H]1CC[C@@H]2[C@H](COC[C@@H](O)CN2C(=O)Nc2ccccc2OC)O1 was read as Pf Dd2 inh 9, GASC1 inh -0.1 and T cruzi growth -66.
Screening COc1ccc(S(=O)(=O)Nc2ccc3c(c2)C(=O)N([C@H](C)CO)C[C@@H](C)[C@H](CN(C)Cc2ccc(Cl)c(Cl)c2)O3)cc1 returned C diff growth 8, Pf Dd2 inh 1, GASC1 inh -0.3 and T cruzi growth 120*.
COc1ccc2c3c([nH]c2c1)[C@H](CO)N(C(C)=O)CC31CCN(C(=O)Nc2ccc(F)cc2F)CC1 was read as C diff growth -2, Pf Dd2 inh -58 and GASC1 inh -2.6.

The order is random; 7.2% or so of the library scored in one or more.
